HTR2A ag: agonists of mouse serotonin 5-HT2A receptor (HTR2A). AID 624169. P35363. activation, % at 7.6 µM. hit rate 0.66% among 360,000. CHO-K1 mHTR2A beta-arrestin complementation, luminescence; percent of 30 µM serotonin response;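 active = activation above a run cutoff, the mean activation of all tested compounds plus 3 SD, cut at about 14% in these data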;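 also: 0% = plate median of compound wells and 100% = 30 µM serotonin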
Target sequence (P35363 whole entry, looked up): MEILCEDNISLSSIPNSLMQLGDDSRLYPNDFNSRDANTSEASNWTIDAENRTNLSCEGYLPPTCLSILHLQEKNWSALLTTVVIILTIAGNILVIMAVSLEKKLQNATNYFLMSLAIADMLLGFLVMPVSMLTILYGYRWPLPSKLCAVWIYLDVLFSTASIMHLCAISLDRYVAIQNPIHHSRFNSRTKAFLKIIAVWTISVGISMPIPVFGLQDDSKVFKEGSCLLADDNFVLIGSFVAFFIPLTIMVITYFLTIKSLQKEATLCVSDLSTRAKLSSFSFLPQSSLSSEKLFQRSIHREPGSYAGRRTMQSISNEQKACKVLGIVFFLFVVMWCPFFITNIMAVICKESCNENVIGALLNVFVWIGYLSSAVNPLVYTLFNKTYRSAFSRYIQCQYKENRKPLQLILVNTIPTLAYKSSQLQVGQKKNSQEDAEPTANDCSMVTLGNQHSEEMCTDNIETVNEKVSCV
aDG glyco up: alpha-DG glycosylation activation | Pro5-aDG cells, alpha-DG glycosylation AlphaScreen (IIH6); 0% Pro5, 100% B10-LARGE cell signal | hit rate 0.22% among 360,000 | AID 624168 | activation, % at 10 µM;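 active = activation of at least 8% versus controls, or a plate z-score of at least 8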;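 also: Pro5 are CHO cells carrying HIG-tagged alpha-DG that lacks glycosylation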
ABCB6 inh 2: inhibitors of human ABC transporter ABCB6. Q9NP58. K562-ABCB6 porphyrin accumulation, flow cytometry, 1 h; stronger effect = lower value. fluorescence ratio to DMSO, % at 10 µM. hit rate 0.19% among 360,000. AID 602162;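 active = fluorescence ratio to DMSO below 75%, the collection mean minus 3 SD; inconclusive = too few cells collected in the well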;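 also: signal is porphyrin accumulated inside mitochondria; 100% equals median channel fluorescence of DMSO control wells; lower ratio means ABCB6 inhibition with less porphyrin fluorescence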
iPSC survival up: hiPSC single-cell survival enhancement; hit rate 0.044% among 360,000; ATPlite luminescence; 100% = ROCK inhibitor wells, 0% = DMSO; survival enhancement, % at 20 µM; in the data active = survival enhancement above about 18%;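 also: cells exposed to compounds for 16 hours before the ATP read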
H9c2 protect: protects H9c2 cardiomyocytes from peroxide injury | H2O2 injury protection, ATPLite, 2 h | protection from H2O2 cell death, % at 20 µM | hit rate 0.63% among 360,000 | AID 588492;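 active = compounds giving at least 50% protection of heart cells from peroxide-induced death in the single-dose screen, raw or plate-pattern-corrected value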;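 also: 0% = DMSO wells with peroxide and 100% = DMSO wells without peroxide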
ABHD5-PLIN5 inh: inhibitors of human ABHD5-perilipin-5 interaction; Q00G26+Q8WTS1; Split G. princeps luciferase complementation, luminescence, 4 h; inhibition, % at 4 µM; hit rate 0.78% among 360,000; AID 602281;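 active = inhibition above the mean inhibition across every tested compound plus 3 SD, cut at about 22% in these data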;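 also: 0% = DMSO only wells and the 100% control is not disclosed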
MC4R ag barr: human MC4R agonism via beta-arrestin; U2OS MC4R beta-arrestin complementation, luminescence; percent of melanotan II response, DMSO zero; activation, % at 8.9 µM; hit rate 0.98% among 360,000;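 active = activation above a per-plate cutoff, the mean activation of sample wells on that plate plus 3 SD, cut at about 8% in these data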
Target sequence (P32245 whole entry, looked up): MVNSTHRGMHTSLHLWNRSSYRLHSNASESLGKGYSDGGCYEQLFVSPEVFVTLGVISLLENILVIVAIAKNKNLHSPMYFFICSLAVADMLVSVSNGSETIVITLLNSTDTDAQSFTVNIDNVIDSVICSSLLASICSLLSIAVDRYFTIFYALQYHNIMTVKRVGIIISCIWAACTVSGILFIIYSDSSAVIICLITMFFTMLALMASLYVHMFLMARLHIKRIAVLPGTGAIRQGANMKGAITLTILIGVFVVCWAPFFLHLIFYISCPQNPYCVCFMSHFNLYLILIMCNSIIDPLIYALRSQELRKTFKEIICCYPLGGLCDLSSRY
N-glyco inh: N-linked glycosylation inhibition. D54 ERlucT glycosylation luciferase reporter, 24 h; percent of 100 nM tunicamycin response. reporter increase, % at 12.5 µM. hit rate 0.23% among 360,000. AID 588692;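 active = mean luciferase reporter signal, scaled so untreated is 0 and the glycosylation-blocking control 100, at or above a set limit in every replicate; inconclusive = mean reaches the limit but not every replicate does; inactive = mean below the limit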;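 also: luciferase carries N-glycosylation sites so blocking glycosylation raises the light; 0% = median of neutral control wells and 100% = median of 100 nM tunicamycin wells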
Exocytosis inh: lytic granule exocytosis inhibition | hit rate 0.66% among 360,000 | TALL-104 LAMP-1 surface exposure, flow cytometry; cells stimulated with thapsigargin and PMA | inhibition, % at 10 µM;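 active = inhibition above about 55%, limit read from the data; inconclusive = no clear call, values can overlap the other calls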
MC4R antagonist: human MC4R antagonism in cAMP assay; P32245; inhibition, % at 6.5 µM; hit rate 0.48% among 360,000; MC4R-expressing cells, MTII-stimulated cAMP, LANCE TR-FRET; AID 540295;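 active = inhibition above its plate's cutoff, the mean of tested wells on that plate plus 3 SD, cut at about 29% in these data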;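 also: 0% = Melanotan II alone and 100% = Melanotan II plus saturating MCL0020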
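Assay system: human MC4R-expressing U2OS cells; reagent: Melanotan II stimulation of cells; dosing: 6.5 µM single dose; timing: compound 30 min, challenge 1 h, detection 1 h; signal: TR-FRET cAMP assay; replicates: one well per compound, no replicates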
Numbers without * were called inactive; ? = inconclusive. Rows are unselected. About 4.5% of those tested had a hit in this group.

SMILES	HTR2A ag	aDG glyco up	ABCB6 inh 2	iPSC survival up	H9c2 protect	ABHD5-PLIN5 inh	MC4R ag barr	N-glyco inh	Exocytosis inh	MC4R antagonist
CNc1ncc(C(=O)c2ccc(Cl)c(Cl)c2)s1	2	-0.1	94	-2.5	-2	-2	-2.7	-3	-5	7
CC1CCCC(C)N1C(=O)COC(=O)c1ccc(Br)c(S(=O)(=O)N2CCOCC2)c1 (stereo not drawn)	-5	0.2	100	-0.5	-1	-3	-0.3	1	-10	9
COc1ccccc1N1CC(C(=O)Nc2nnc(SC)s2)CC1=O (stereo not drawn)	4	-0.1	99	1.0	8	2	-3.2	2	-7	-4
Cc1nc(-c2ccccc2)sc1-c1nc(-c2ccccc2)ncc1S(=O)(=O)c1ccccc1	2	-0.5	95	-1.1	-5	3	-0.8	4	-1	10
Cc1ccc(N2C(=O)N(CC(=O)NCc3ccccc3Cl)C(=O)C2C)cc1 (stereo not drawn)	0	-0.2	99	-0.8	-9	9	5.2	1	0	11
CN(C)c1ccc(CN(C(=O)COc2ccc(Br)cc2)C2CCS(=O)(=O)C2)cc1 (stereo not drawn)	3	-0.2	95	-2.9	1	-9	0.7	-1	3	5
C=CCN=C(NC#N)SCC(=O)NCc1ccccc1	-3	0.1	100	-4.1	10	-6	-2.3	1	-1	5
Cn1ncc([N+](=O)[O-])c1C(=O)Nc1nc2ccccc2n1CCN1CCCCC1	-3	-0.1	103	1.6	15	6	-1.8	0	1	-4
Cc1cc(NC(=O)C2CCC2)n(-c2ccccn2)n1	8	-0.1	87	-2.1	16	-4	-1.2	1	-3	-6
O=C(Nc1ncn[nH]1)c1ccc(Cl)c(S(=O)(=O)Nc2ccc(Cl)cc2)c1	3	0.1	92	0.7	2	0	1.9	1	-8	-1
Cc1ccc2cc(CCNC(=O)c3cccc([N+](=O)[O-])c3)c(=O)[nH]c2c1	-3	0.2	94	1.2	12	-4	-1.5	-2	-4	18
CCN(CC(=O)NCc1cccs1)C(=O)/C=C/c1ccc(OC)cc1OC	-2	0.3	94	-0.4	2	-6	-3.5	2	-3	-7
CCCc1ncc(C(O)c2ccc(OC)cc2)n1C (stereo not drawn)	-2	1.6	99	-0.5	4	-2	-1.3	0	-1	1
Cc1ccccc1NC(=O)OCCN1CCN(Cc2ccccc2)CCC1=O	0	0.3	98	-2.6	8	6	-0.6	-1	-10	-4
CC(=O)N1CCN(c2ccc(S(=O)(=O)N3CCCCC3)cn2)CC1	0	-0.1	87	-0.1	-4	8	4.0	3	-4	-6
Cc1cc2ccccc2n1CCNC(=O)c1ccccc1	1	-0.2	102	0.1	13	-5	-1.3	-14	-3	6
COC(=O)c1ccc(Cn2c(C)c(C(=O)NCc3ccc(C#N)cc3)sc2=O)o1	-1	0.0	104	0.3	3	-1	-0.1	-1	-5	12
COc1cc(C2C(C#N)=C(N)Oc3n[nH]c(-c4cccs4)c32)cc(OC)c1O (stereo not drawn)	7	-0.1	95	0.1	5	-10	-1.5	3	-2	-42
C/C(=N\NC(=O)c1ccc(C)cc1C)c1ccc2c(c1)Nc1ccccc1S2	-7	0.4	112	4.5	-2	1	1.3	1	13	13
N#CC1=C(N)C(C#N)(C#N)C2(CCC3(CC2)OCCO3)C2CC3(CC=C12)OCCO3 (stereo not drawn)	4	-0.2	99	-2.8	17	-1	0.2	1	-5	5
Cc1ccc(NC(=O)COC(=O)c2ccc([N+](=O)[O-])s2)c(C)c1	5	0.0	103	1.6	12	-11	1.2	1	0	18
COc1cccc(C(=O)Nc2cc(C(=O)NCc3ccc(C)cc3)ccc2N2CCC3(CC2)CC(c2ccccc2)=NO3)c1	4	-0.1	89	-3.0	-7	-9	-0.2	-1	2	5
COc1ccc(S(=O)(=O)N(Cc2ccccc2)c2ccccc2C(=O)O)cc1	9	0.0	97	-0.3	6	0	0.2	3	13	1
Fc1cccc(F)c1-c1nc2c(s1)CCc1onc(-c3ccc(Br)cc3)c1-2	2	0.1	102	3.8	-3	-11	-0.8	2	9	5
NC(Cc1ccc(Cl)cc1)c1csc(Nc2ccc(C(=O)NCCCO)cn2)n1 (stereo not drawn)	-5	-0.3	100	-1.8	5	-1	0.8	8	-4	5
SMILES	HTR2A ag	aDG glyco up	ABCB6 inh 2	iPSC survival up	H9c2 protect	ABHD5-PLIN5 inh	MC4R ag barr	N-glyco inh	Exocytosis inh	MC4R antagonist
CCOC(=O)C1=C(COC(=O)C(C)(C)Oc2ccc(Cl)cc2)NC(=O)NC1C (stereo not drawn)	6	0.2	103	0.3	1	0	0.8	1	2	-1
O=C1CCC(c2ccccc2)=NN1Cc1c(F)cccc1Cl	-7	0.0	93	0.7	-4	-6	-1.2	-4	3	-2
Cc1ccc(N(C(=O)Cn2nnc(-c3ccc(C)o3)n2)C(C(=O)NC2CCCC2)c2ccncc2)cc1 (stereo not drawn)	-6	0.2	100	0.2	-7	-1	-0.5	-4	9	15
COCCOC(=O)C1=C(C)N(c2ccccc2)C(=O)NC1c1cccc([N+](=O)[O-])c1 (stereo not drawn)	-1	0.4	105	-1.6	-1	3	-2.2	2	-1	0
CC(C)NC(=O)N(C)C[C@@H]1Oc2ccc(NC(=O)Nc3ccc(C(F)(F)F)cc3)cc2CC(=O)N([C@H](C)CO)C[C@@H]1C	1	0.1	97	-0.2	-5	6	-2.1	3	3	11
CCCc1cc(=O)oc2c3c(cc(OCC(=O)NCc4ccccn4)c12)OC(C)(C)CC3	-3	-0.1	93	2.6	15	4	-0.4	4	-1	7
COc1cccc(NC(=O)COc2ccc3c(c2)CCC3)c1	4	-0.3	99	-1.3	0	-3	-5.2	1	12	14
CCC(=O)Nc1ccc(C(=O)Nc2cc(C)on2)cc1	2	-0.1	88	1.3	-6	2	0.0	-1	-2	-3
CCOCCCNC(=O)C(c1ccc(OC)cc1)N(Cc1ccc2c(c1)OCO2)C(=O)CNC(C)=O (stereo not drawn)	0	0.5	106	3.9	0	-3	0.4	2	0	10
Cc1ccc(-c2nc(NCCN(C)C)c3ccccc3n2)cc1	3	-0.1	96	-0.4	4	13	-2.1	?	0	-5
CC(C)CCN(C)c1ccc(/C=N/n2cnnc2)cc1	9	-0.1	104	-0.2	-8	-6	-0.5	0	1	1
Cc1ccc(-n2c3nc(=O)[nH]c(=O)c-3cc3cc([N+](=O)[O-])ccc32)cc1C	3	-0.8	104	-4.3	5	2	1.6	4	30	-10
CCCC(=O)N(Cc1cc(=O)[nH]c2ccccc12)c1ccccc1OC	1	-0.1	99	-0.2	3	-2	-0.3	0	-6	18
CCOc1ccc(C2C(C(=O)c3ccc(C)o3)=C(O)C(=O)N2c2cc(C)on2)cc1OC (stereo not drawn)	-6	-0.2	99	1.1	1	-11	-2.6	4	3	9
COc1ccc(OC)c(NC(=O)CC(NC(C)=O)c2ccccc2)c1 (stereo not drawn)	3	0.0	96	-0.7	2	-1	-1.1	0	-2	-1
CCN(CC)C(=O)C1CCCc2c1[nH]c1ccc(Cl)cc21 (stereo not drawn)	2	0.1	96	-0.3	-12	-3	0.9	-11	4	15
Cc1ccc(CNC(=O)CSc2ncccn2)cc1	1	-0.2	103	-2.4	-7	-2	-0.8	-1	-2	7
O=C(c1ccccc1F)N1CCCC(N2CCN(Cc3ccc4c(c3)OCO4)CC2)C1 (stereo not drawn)	-10	-0.1	95	-1.4	-3	3	-2.0	2	27	3
COc1ccc(/C(O)=C2/C(=O)C(=O)N(c3ccccn3)C2c2ccc(OC)c(OC)c2)cc1 (stereo not drawn)	1	-0.2	101	-0.4	6	2	-2.9	0	4	11
O=C1OC(CC(=O)N(Cc2nnc(-c3ccccc3Cl)o2)C2CC2)c2ccccc21 (stereo not drawn)	-2	-0.1	89	-0.4	-1	0	-0.1	0	1	9
COc1cccc(NC(=O)C(c2ccccc2)N2CCCCC2)c1 (stereo not drawn)	-5	0.0	93	-0.5	5	-4	-1.5	-3	1	-1
CN(CC(=O)Nc1ccc(Cl)c(C(F)(F)F)c1)C(=O)c1ccc(S(=O)(=O)N2CCOCC2)cc1	-3	0.0	100	-0.5	-10	-6	-0.8	20	0	-1
Cc1ccc(NC(=O)c2ccc(-n3cccn3)nc2)cc1	3	-0.2	96	-2.5	-4	-1	-1.0	0	4	4
Cc1nnc(NC(=O)c2c(F)cccc2F)s1	1	-0.4	93	6.3	-2	-9	-1.3	1	-1	-4
O=C(COc1ccc2ccc(=O)oc2c1)NCCN1CCOCC1	7	-0.4	107	-1.7	-2	8	-0.9	0	0	-4

Some of these compounds in order of count of non-hydrogen atoms, ascending.
SMILES	HTR2A ag	aDG glyco up	ABCB6 inh 2	iPSC survival up	H9c2 protect	ABHD5-PLIN5 inh	MC4R ag barr	N-glyco inh	Exocytosis inh	MC4R antagonist
Cc1nnc(NC(=O)c2c(F)cccc2F)s1	1	-0.4	93	6.3	-2	-9	-1.3	1	-1	-4
Cc1ccc(CNC(=O)CSc2ncccn2)cc1	1	-0.2	103	-2.4	-7	-2	-0.8	-1	-2	7
CCC(=O)Nc1ccc(C(=O)Nc2cc(C)on2)cc1	2	-0.1	88	1.3	-6	2	0.0	-1	-2	-3
CCN(CC)C(=O)C1CCCc2c1[nH]c1ccc(Cl)cc21 (stereo not drawn)	2	0.1	96	-0.3	-12	-3	0.9	-11	4	15
O=C1CCC(c2ccccc2)=NN1Cc1c(F)cccc1Cl	-7	0.0	93	0.7	-4	-6	-1.2	-4	3	-2
Cc1ccc(-c2nc(NCCN(C)C)c3ccccc3n2)cc1	3	-0.1	96	-0.4	4	13	-2.1	?	0	-5
O=C(COc1ccc2ccc(=O)oc2c1)NCCN1CCOCC1	7	-0.4	107	-1.7	-2	8	-0.9	0	0	-4
COc1ccc(OC)c(NC(=O)CC(NC(C)=O)c2ccccc2)c1 (stereo not drawn)	3	0.0	96	-0.7	2	-1	-1.1	0	-2	-1
CCOC(=O)C1=C(COC(=O)C(C)(C)Oc2ccc(Cl)cc2)NC(=O)NC1C (stereo not drawn)	6	0.2	103	0.3	1	0	0.8	1	2	-1
CCOc1ccc(C2C(C(=O)c3ccc(C)o3)=C(O)C(=O)N2c2cc(C)on2)cc1OC (stereo not drawn)	-6	-0.2	99	1.1	1	-11	-2.6	4	3	9
COc1ccc(/C(O)=C2/C(=O)C(=O)N(c3ccccn3)C2c2ccc(OC)c(OC)c2)cc1 (stereo not drawn)	1	-0.2	101	-0.4	6	2	-2.9	0	4	11
CN(CC(=O)Nc1ccc(Cl)c(C(F)(F)F)c1)C(=O)c1ccc(S(=O)(=O)N2CCOCC2)cc1	-3	0.0	100	-0.5	-10	-6	-0.8	20	0	-1
Cc1ccc(N(C(=O)Cn2nnc(-c3ccc(C)o3)n2)C(C(=O)NC2CCCC2)c2ccncc2)cc1 (stereo not drawn)	-6	0.2	100	0.2	-7	-1	-0.5	-4	9	15
